# High-throughput results: PubChem, Sanford-Burnham Center for Chemical Genomics
# Mdm2 MdmX PPI – disrupts the human Mdm2-MdmX interaction; O15151+Q00987; SaOS-2 split-luciferase Mdm2/MdmX complementation, luminescence; 330,000 compounds, 3% hits; inhibition, % at 8 µM;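 active = inhibition of at least 50% at 8 µM in the primary screen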
# Target sequence (O15151 whole entry, looked up): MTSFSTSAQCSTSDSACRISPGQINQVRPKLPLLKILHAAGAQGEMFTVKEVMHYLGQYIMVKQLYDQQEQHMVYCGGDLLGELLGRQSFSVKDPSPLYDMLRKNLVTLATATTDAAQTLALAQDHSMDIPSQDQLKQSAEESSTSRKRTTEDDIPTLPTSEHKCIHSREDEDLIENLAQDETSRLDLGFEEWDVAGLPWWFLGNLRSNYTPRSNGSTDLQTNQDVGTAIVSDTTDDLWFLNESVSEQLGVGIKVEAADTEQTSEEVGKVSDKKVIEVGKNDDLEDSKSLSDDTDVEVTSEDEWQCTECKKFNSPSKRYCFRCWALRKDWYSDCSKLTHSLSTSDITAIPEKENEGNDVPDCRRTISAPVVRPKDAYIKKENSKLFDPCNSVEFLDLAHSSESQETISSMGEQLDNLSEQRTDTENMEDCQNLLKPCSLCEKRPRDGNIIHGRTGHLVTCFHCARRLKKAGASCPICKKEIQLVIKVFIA
# Target sequence (Q00987 whole entry, looked up): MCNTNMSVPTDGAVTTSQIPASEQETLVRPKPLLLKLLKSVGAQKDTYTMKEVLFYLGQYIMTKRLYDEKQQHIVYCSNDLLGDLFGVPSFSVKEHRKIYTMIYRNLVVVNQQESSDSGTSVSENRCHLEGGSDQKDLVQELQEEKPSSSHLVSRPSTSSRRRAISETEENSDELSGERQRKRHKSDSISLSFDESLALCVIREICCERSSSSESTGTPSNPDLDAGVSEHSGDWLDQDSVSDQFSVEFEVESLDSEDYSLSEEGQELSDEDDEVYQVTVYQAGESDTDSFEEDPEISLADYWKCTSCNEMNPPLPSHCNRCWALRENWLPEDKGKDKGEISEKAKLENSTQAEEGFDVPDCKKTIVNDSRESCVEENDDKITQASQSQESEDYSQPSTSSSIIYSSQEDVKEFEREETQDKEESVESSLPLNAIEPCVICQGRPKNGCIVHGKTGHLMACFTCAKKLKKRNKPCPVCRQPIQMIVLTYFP
# tim23-1 inh – inhibits growth of tim23-1 mutant yeast; S. cerevisiae tim23-1 growth, BacTiter-Glo luminescence, 24 h; inhibition, % at 20 µM; 330,000 compounds, 1.3% hits;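 active = growth inhibition of the mutant yeast at or above 50%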;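 note: temperature-sensitive mutant grown at 25 °C; plate controls were DMSO-treated mutant yeast for no effect and medium wells lacking yeast for full effect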
# UPR XBP1 act – adaptive UPR (XBP1) activation; CHO-XBP1 luciferase reporter, IRE1-XBP1 UPR activation, luminescence; percent of tunicamycin response, DMSO as zero; activation, % at 20 µM; 330,000 compounds, 0.33% hits; AID 463104;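 active = versus positive control, 20 µM dose yields 30% or more activation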;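 note: 100% = tunicamycin at 10 µg/mL and 0% = DMSO only wells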
#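 Material: CHO cell line with stable XBP1 luciferase reporter; schedule: 16-18 h cell attachment at 37 °C, then 6 h compound exposure; signal: glow luminescence from Steady-Glo reagent; medium: serum-containing F12 medium, 10% FBS; benchmarks: tunicamycin 10 µg/mL and vehicle-only wells; read-out: percent activation relative to tunicamycin reference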
# UPR CHOP act – activators of apoptotic arm of unfolded protein response (CHOP). activation, % at 10 µM. 330,000 compounds, 0.34% hits. CHO-CHOP luciferase reporter, UPR activation, luminescence; percent of tunicamycin response over DMSO baseline;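 active = at 10 µM dose, activation of 40% or more, normalized to positive control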;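 note: 100% = tunicamycin at 10 µg/mL and 0% = DMSO alone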
#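 measured by = luciferase luminescence | assay system = CHO-CHOP cells, stable luciferase reporter of PERK-eIF2a-CHOP signalling | amount = 500 reporter cells seeded per well | timing = 6 h compound exposure at 37 °C after overnight seeding | controls = positive tunicamycin 10 µg/mL, negative DMSO alone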
# tim10-1 inh – tim10-1 yeast growth inhibition; S. cerevisiae tim10-1 ts strain growth, BacTiter-Glo, 24 h; AID 463190; 330,000 compounds, 2.2% hits; inhibition, % at 20 µM;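 active = inhibition of at least 40%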;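 note: mutant grown at 25 °C; 0% = DMSO wells with yeast and 100% = wells holding no yeast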
# TIM10 inh – TIM10 yeast growth inhibition. S. cerevisiae TIM10 strain growth, BacTiter-Glo luminescence, 24 h. inhibition, % at 10 µM. 330,000 compounds, 1.4% hits;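 active = inhibition of 40% or more at the single tested concentration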;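 note: wild-type TIM10 isogenic control strain grown at permissive 25 °C; 0% = DMSO yeast wells and 100% = minimal medium wells without yeast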
# 697 NFkB inh – inhibitors of the PMA/ionomycin-induced NF-kB reporter in 697 B cells. inhibition, % at 4 µM. AID 435022. 697 B-cell NF-kB luciferase reporter, 16 h. 330,000 compounds, 0.33% hits; in the data active = inhibition above about 35%
# Jurkat NFkB inh – lowers PMA/ionomycin-induced NF-kB signal in Jurkat cells | 330,000 compounds, 0.53% hits | inhibition, % at 4 µM | PMA/ionomycin-induced NF-kB luciferase reporter, luminescence; in the data active = inhibition above about 50%
# The depositor's hits bear a star. Compounds as they come. Share with any hit: about 6.6%.
SMILES,Mdm2 MdmX PPI,tim23-1 inh,UPR XBP1 act,UPR CHOP act,tim10-1 inh,TIM10 inh,697 NFkB inh,Jurkat NFkB inh
Cc1nc2c(-c3ccc(F)cc3)c(C)nn2c(C)c1CCC(=O)NCCN1CCOCC1,10,-2,0,0.0,11,-9,-2,-14
CCN1C(=O)[C@H]2[C@@H](c3ccc(-c4ccc(F)cc4)c(OC)c3)N3CCC[C@@]3(C(=O)OC)[C@H]2C1=O,26,35,-2,0.9,19,15,13,6
Cc1cccc(CCNC(=O)C2CCN(S(=O)(=O)c3c(C)noc3C)CC2)c1,20,10,1,-0.6,7,-1,-21,-7
N/C(=N\OC(=O)Cc1ccccc1)c1ccc([N+](=O)[O-])cc1,-21,30,0,2.1,39,20,12,-13
O=C(CNC(=O)c1ccccc1)N/N=C/c1cc(Br)ccc1O,40,-16,-1,1.6,24,8,-8,-2
Cc1ccc(OCC(=O)N/N=C/c2cccnc2)cc1,20,2,-4,1.7,-8,-4,-4,-11
COC(=O)c1cc(S(=O)(=O)Nc2c(C)cccc2C)cn1C,13,5,-1,0.5,-7,3,-1,-3
CCCCN(C(=O)C1CC(=O)N(c2ccc3c(c2)OCCO3)C1)c1c(N)n(CC(C)C)c(=O)[nH]c1=O (stereo unspecified),9,7,-3,-1.3,-14,-8,6,-20
COc1ccc(CN2CCN(C(=O)c3cccs3)CC2)c(OC)c1OC,24,5,-9,-0.7,4,-16,3,-3
O=C(O)CCCN1C(=O)/C(=C\c2ccccc2OCc2ccccc2)SC1=S,5,27,-1,-0.4,6,14,23,1
CCCc1cc(=O)[nH]c(SCC(=O)Nc2sc3c(c2C#N)CCCC3)n1,6,14,-4,-1.5,6,0,-2,-6
O=C(Nc1cccc(S(=O)(=O)N2CCOCC2)c1)c1cc([N+](=O)[O-])ccc1N1CCOCC1,4,10,-5,-0.8,13,7,18,-8
COCCN(CCOC)C(=O)CN1C(=O)NC2(CCCc3sccc32)C1=O (stereo unspecified),-18,-5,3,2.3,-14,2,8,19
COc1cc(-c2nc3c[n+](CC(=O)c4ccccc4)ccc3n2C)cc(OC)c1OC,20,-1,0,-2.1,-1,16,8,-4
O=C(CCC(=O)N(CC(=O)NC1CCCCC1)c1ccccc1F)Nc1nccs1,5,0,2,2.6,9,14,-5,-7
CC(=O)Nc1ccc(S(=O)(=O)NC2(C(F)(F)F)NC(=O)N(CC(C)C)C2=O)cc1 (stereo unspecified),-11,-3,-3,0.5,-16,6,-13,19
CCOC(=O)c1[nH]ncc1CN1CCCC(C(=O)c2cccc3ccccc23)C1 (stereo unspecified),-35,-1,-3,-1.7,7,12,9,5
CSc1ccc(S(=O)(=O)NC2CC3CCC2C3)cc1 (stereo unspecified),15,-2,0,4.6,-31,-163,3,-14
Oc1ccc(Nc2nc(N3CCCC3)c3ccccc3n2)cc1,85*,-6,2,-2.0,-11,-14,-43,-15
Fc1ccc(Nc2nc3ccccc3s2)cc1,-155,33,4,3.2,2,14,-55,-94

# Full records from above. Screens in order: Mdm2 MdmX PPI | tim23-1 inh | UPR XBP1 act | UPR CHOP act | tim10-1 inh | TIM10 inh | 697 NFkB inh | Jurkat NFkB inh
# COCCN(CCOC)C(=O)CN1C(=O)NC2(CCCc3sccc32)C1=O (stereo unspecified) reads -18 | -5 | 3 | 2.3 | -14 | 2 | 8 | 19
# O=C(CCC(=O)N(CC(=O)NC1CCCCC1)c1ccccc1F)Nc1nccs1 reads 5 | 0 | 2 | 2.6 | 9 | 14 | -5 | -7

# More compounds follow.
SMILES,Mdm2 MdmX PPI,tim23-1 inh,UPR XBP1 act,UPR CHOP act,tim10-1 inh,TIM10 inh,697 NFkB inh,Jurkat NFkB inh
COc1ccccc1OCCCC(=O)NC(C)c1ccccc1 (stereo unspecified),7,9,-7,0.8,11,11,0,-4
COc1ccc(CNC(=O)C(C)N(Cc2ccccc2OC)C(=O)c2snc(C(N)=O)c2N)cc1 (stereo unspecified),15,-3,1,0.7,5,3,-3,-3
O=C(Nc1nnc(C2CC2)s1)c1ccncc1,8,9,-2,-3.3,3,-12,-16,-13
COC(=O)c1sc(=S)n(-c2ccc(Cl)cc2)c1C,-1,27,-1,-1.7,35,11,4,2
Cc1[nH]c(C)c(S(=O)(=O)NCc2ccc(N(C)C)cc2)c1C(=O)N1CCCC1,-3,7,-5,-0.4,14,6,6,-5
CCOc1ccc(CN=C(N)N=C(N)N)cc1Cl,31,9,4,-2.8,6,-14,-25,24
O=C(COc1ccccc1-c1ccccc1)NNC(=O)NC1CCCCC1,2,13,-2,-0.3,10,15,-6,12
CCN(CC)CCC(=O)Nc1cccc2c1C(=O)c1ccccc1C2=O,46,18,-3,-0.8,14,21,0,-20
COc1ccc(CCNC(=O)CSc2nnc(Cn3c(=O)sc4ccccc43)n2C)cc1OC,-6,-10,5,1.3,12,-5,1,5
COc1ccc(C(=O)O)cc1S(=O)(=O)Nc1cc(Cl)ccc1N1CCOCC1,-13,7,-1,-0.7,-1,-10,8,2
CCOC(=O)C1(CCOc2ccccc2)CCN(Cc2cnc(C)s2)CC1,9,24,-6,-1.1,-10,2,-20,9
O=C(COc1ccc2ccccc2c1)NNC(=O)Nc1ccccc1F,-13,3,-3,-0.3,-15,7,0,9
CS(=O)(=O)N(CC(=O)NCc1ccco1)c1cccc([N+](=O)[O-])c1,2,3,1,2.3,-14,4,6,1
O=[N+]([O-])c1ccc2nc(SCc3cn4ccccc4n3)[nH]c2c1,7,0,1,5.3,-24,7,-7,-3
Cc1ccc(C)c(SCC(=O)OCC(=O)Nc2ccc(S(=O)(=O)N3CCOCC3)cc2)c1,11,11,-1,0.0,12,5,-21,7
O=S(=O)(N/N=C/c1cccnc1)c1ccc(Cl)c(Cl)c1,5,6,-2,0.2,11,11,17,2
Cc1cccc(/C=N/NC(=O)c2ccncc2)n1,-7,7,-6,-2.2,-2,2,1,-7
CCn1c(=O)n(CC(=O)N2CCN(c3ccccc3F)CC2)c(=O)c2ccccc21,-14,24,-2,2.1,10,-3,-25,-14
CCOCC(=O)N1CCN(c2ccccc2OC)CC1,16,6,-1,-1.8,3,-4,11,13
Cc1cc(C)cc(NC(=S)Nc2ccc3cn[nH]c3c2)c1,-14,18,1,1.5,14,26,-41,-2
CCOc1ncccc1C(=O)NCc1ccc(OC)c(OC)c1,17,9,4,-1.9,22,-16,13,4
CCCn1c(O)c(N=NC(=O)c2ccco2)c2ccccc21,-9,5,6,2.5,31,-16,-4,0
Cc1ccc(C(=O)O)cc1NC(=S)NC(=O)c1ccc([N+](=O)[O-])cc1Cl,15,9,0,-0.9,9,-4,17,-13
Cc1ccc(/C=N/NC(=O)c2c[nH]c3ccccc23)o1,-5,19,-1,4.3,-13,6,-52,-4
CC(C)CC(=O)Nc1ccc(S(=O)(=O)Nc2nccs2)cc1,18,-5,-4,0.9,2,-4,12,-1
Cc1ccc(CNC(=O)CN2C(C)CCCC2C)cc1 (stereo unspecified),15,5,-5,0.2,-7,-8,16,-4
CCC1CCCCN1C(=O)COC(=O)c1cc(Br)ccc1Cl (stereo unspecified),17,29,-1,-1.1,-3,6,6,0
O=S(=O)(c1ccc(N2CCN(S(=O)(=O)c3ccccc3)CC2)nc1)N1CCCC1,-3,-2,0,2.4,-7,1,8,7
CC(=O)Nc1ccc(S(=O)(=O)N(C)CC(=O)OC2CCCCC2=O)cc1 (stereo unspecified),6,-4,0,1.1,2,-10,18,5
CCC(C)c1ccc(S(=O)(=O)Nc2cccnc2)cc1 (stereo unspecified),25,21,-2,-0.5,18,27,-13,-35
CN(C)C1(CNC(=O)Nc2ccccc2)CCCCC1,5,-7,-4,-1.0,3,-18,-2,1
COc1ccc(NC(C)=O)cc1CNC(=O)CN1CCOCC1,14,12,-6,2.6,4,-5,18,12
O=C(C1CCN(C2CC(=O)N(c3cccc(Cl)c3)C2=O)CC1)N1CCCC1 (stereo unspecified),-3,31,-4,0.7,55*,20,-10,-9
COC(=O)C1(C)CCc2cc(OC)ccc2C1=O (stereo unspecified),-14,-1,-1,4.7,-6,-3,-67,20
CC1CC(=O)Nc2ccccc2N1S(=O)(=O)c1ccc(Cl)cc1 (stereo unspecified),14,10,-1,-0.7,8,9,11,0
COc1ccc(CNC(=O)CCSCc2ccc(C)cc2)cc1,19,12,1,-0.4,26,17,2,-16
Cc1cccc(NC(=O)CCC(=O)N2CCOCC2)n1,6,-2,2,-1.7,-16,2,14,12
COc1ccc(S(=O)(=O)Cc2ccc(C(=O)NCc3ccco3)o2)cc1,-24,11,-1,-0.9,-1,10,14,0
CCNS(=O)(=O)c1ccc2c(c1)NCC2,6,6,-2,-2.0,11,-6,-9,13
COc1cccc(C(C(=O)NCC2CCCO2)N(C(=O)Cn2nnc3ccccc32)c2ccc(NC(C)=O)cc2)c1OC (stereo unspecified),17,16,-2,-1.1,17,-4,4,-6

# Continued; it opens with the six that closed the last part.
SMILES,Mdm2 MdmX PPI,tim23-1 inh,UPR XBP1 act,UPR CHOP act,tim10-1 inh,TIM10 inh,697 NFkB inh,Jurkat NFkB inh
CC1CC(=O)Nc2ccccc2N1S(=O)(=O)c1ccc(Cl)cc1 (stereo unspecified),14,10,-1,-0.7,8,9,11,0
COc1ccc(CNC(=O)CCSCc2ccc(C)cc2)cc1,19,12,1,-0.4,26,17,2,-16
Cc1cccc(NC(=O)CCC(=O)N2CCOCC2)n1,6,-2,2,-1.7,-16,2,14,12
COc1ccc(S(=O)(=O)Cc2ccc(C(=O)NCc3ccco3)o2)cc1,-24,11,-1,-0.9,-1,10,14,0
CCNS(=O)(=O)c1ccc2c(c1)NCC2,6,6,-2,-2.0,11,-6,-9,13
COc1cccc(C(C(=O)NCC2CCCO2)N(C(=O)Cn2nnc3ccccc32)c2ccc(NC(C)=O)cc2)c1OC (stereo unspecified),17,16,-2,-1.1,17,-4,4,-6
CC1=[N+](CC(=O)c2ccccc2)CCn2cccc21,-6,-3,-1,-0.3,13,-2,-7,-43
Cc1cc(C)n2nc(C(=O)NNC(=O)c3ccc(Cl)cc3)nc2n1,6,-16,1,4.9,-25,-34,13,-1
CNC(=S)N/N=C/c1c(Cl)cccc1Cl,21,-26,0,1.3,27,14,-3,-17
Cc1cc(C(=O)NC2CCCc3c2cnn3-c2ccc(C)c(C)c2)no1 (stereo unspecified),3,39,-7,1.8,33,16,-45,18
COc1ccc(N(C)C(=O)c2cc3c(s2)-c2ccccc2OC3)c(OC)c1,-16,16,-1,-1.0,8,-57,-5,-5
COC(=O)C1(CC2CC(c3ccncc3)=NO2)CCN(C(=O)OC(C)(C)C)CC1 (stereo unspecified),-4,2,-1,-1.6,10,-8,-33,15
Cc1cc(C)c(S(=O)(=O)N2CCCC(C(=O)N3CCOCC3)C2)c(C)c1 (stereo unspecified),28,31,-1,3.8,16,17,-13,23
COc1cc2c(C(=O)Nc3ccc4c(c3)OCO4)cn(CC(C)C)c(=O)c2cc1OC,-2,9,1,0.4,9,12,3,10
Cc1ccc(-c2nnc(-c3cccnc3)o2)cc1,-22,11,4,4.6,18,-10,-84,-65
CCNC(=S)NNC(=O)c1cccn(Cc2ccc(Cl)cc2)c1=O,5,4,2,-2.3,0,13,-5,13
Cc1ccc2[nH]c(C(=O)NN=C3CCCCC3)c(-c3ccccc3)c2c1,17,45,1,-1.1,33,14,17,-4
O=C(COc1ccccc1)Nc1cccc(-c2nc3ccccc3[nH]2)c1,-11,9,-2,3.7,-32,-20,-28,-22
COc1ccccc1NC(=O)C1=C(C)Nc2ncnn2C1c1cccs1 (stereo unspecified),-9,2,0,-0.7,-2,8,15,8
Cc1cc(=O)n(Cc2ccccc2)c(O)c1C#N,-12,9,1,0.8,26,-4,-36,-8
Cc1onc(-c2c(Cl)cccc2Cl)c1C(=O)NCc1ccccn1,3,-18,0,-1.2,-18,-50,11,6
CCOc1ccc(NCCC#N)cc1,23,4,-2,-1.8,2,1,8,3
CCOC(=O)c1sc(NC(=O)CSc2n[nH]c(-c3ccncc3)n2)c(C#N)c1C,7,-28,-1,0.5,-3,-63,-14,-7
